HEK293 NOD2/NF-kB = NOD2 signaling inhibitors, cell-based, luminescence, uHTS, HEK293 (AID 1566) | HEK293 NOD2/NF-kB luciferase reporter, luminescence; higher % means a stronger effect | one-dose inhibition, % at 4 µM; EC50 in µM for titrated hits | 290,000 tested, 0.63% active; also: many of its hits are not listed in these tables
KOR beta-arrestin-1 = KOR agonists, beta-arrestin recruitment, primary screen, cell-based, luminescence, uHTS (AID 1777); KOR beta-arrestin recruitment, luminescence; higher % means a stronger effect; activation, % at 10 µM, or EC50 in µM where a hit was titrated; 280,000 tested, 0.02% active; in the data active = activation above about 50%, passing the limit was not always enough; also: a part of the inactive calls stands beside numbers as strong as those of hits
TNAP activators = stimulation of alkaline phosphatase TNAP activity – biochemical, luminescent, no phosphate acceptor, uHTS, primary screen (AID 1001); purified TNAP, luminescent activation assay, no phosphate acceptor; higher activation fold means a stronger effect; 200,000 tested, 0.03% active; one-dose activation fold at 20 µM; EC50 in µM for titrated hits; in the data active = activation fold from about 3, or a potency from the dose series; inactive = the rest, 99 in 100 with activation fold below about 1.6; also: many of its hits are not listed in these tables
GPR55 activation = GPR55 agonists via beta-arrestin recruitment, primary screen, imaging, U2OS cells, beta-arrestin-GFP redistribution (AID 1961). U2OS GPR55 beta-arrestin-GFP redistribution imaging; higher % means a stronger effect. activation, % at 10 µM; hits with a dose series show EC50 in µM. 290,000 tested, 0.048% active;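 active = activation above 40% with more than 50 cells counted in the well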;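 also: U2OS osteosarcoma cells stably expressing GPR55 and beta-arrestin-GFP; plate controls were DMSO negative control for no effect and LPI positive control for full effect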
NOD1 NF-kB reporter = inhibition of NOD1-driven NF-kB reporter – cell-based, luminescence, uHTS, primary screen (AID 1578) | NOD1-driven NF-kB luciferase reporter cells, luminescence; higher % means a stronger effect | inhibition, % at 4 µM; hits with a dose series show EC50 in µM | 290,000 tested, 1% active; in the data active = inhibition mostly above about 36%, no sharp cut-off; inactive = mostly below about 34%;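 also: HEK-293T reporter cells stimulated with the NOD1 agonist gamma-tri-DAP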
NTR1 ag = NTR1-driven beta-arrestin-GFP spot formation – imaging, U2OS cells, high content, primary screen (AID 493036); agonist mode; activation, % at 20 µM; P30989; 330,000 tested, 0.17% active;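 active = activation at or above 40% of the spot to cytoplasm intensity ratio, with at least 20 cells analyzed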;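 also: 0% = DMSO without peptide and 100% = 100 nM NTR1 peptide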
Target sequence (P30989 whole entry, looked up): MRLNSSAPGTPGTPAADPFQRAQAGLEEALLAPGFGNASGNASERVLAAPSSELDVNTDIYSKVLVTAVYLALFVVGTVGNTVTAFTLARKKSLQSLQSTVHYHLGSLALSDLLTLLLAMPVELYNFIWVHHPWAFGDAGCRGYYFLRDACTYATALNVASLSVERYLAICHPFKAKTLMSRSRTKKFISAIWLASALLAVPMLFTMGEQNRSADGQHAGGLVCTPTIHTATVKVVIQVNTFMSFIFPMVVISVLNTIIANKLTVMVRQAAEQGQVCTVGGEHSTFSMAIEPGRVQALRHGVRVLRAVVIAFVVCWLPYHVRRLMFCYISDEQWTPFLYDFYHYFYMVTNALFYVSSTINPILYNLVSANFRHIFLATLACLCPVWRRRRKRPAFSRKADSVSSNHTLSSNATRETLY
Yfh1-off respiration = enhancers of respiration in Yfh1-depleted yeast, dose response, Friedreich's ataxia, plus single-dose screen (AID 1465) | S. cerevisiae Yfh1-off respiration, WST-1 reduction, 72 h; higher fold induction means a stronger effect | fold induction at 50 µM; hits with a dose series show EC50 in µM | 220,000 tested, 0.074% active;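 active = fold induction of absorbance versus untreated yeast above a set limit, then at least 30% activation at any dose in follow-up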;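 also: activators that raise dye reduction in frataxin-depleted yeast; strong numbers were not always called active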
ER stress rescue = protection against thapsigargin-triggered cell killing – 384-well, CSM14.1, ATP luminescence, primary screen (AID 1222); 190,000 tested, under 10 active; cellular ATP content (survival), % at 20 µM, or EC50 in µM where a hit was titrated; CSM14.1 thapsigargin-induced death rescue, ATP luminescence; higher % means a stronger effect;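 active = EC50 below 50 µM in the dose-response confirmation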;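 also: death triggered by thapsigargin at about 15 µM added after 2 h compound pretreatment; cell ATP read after overnight thapsigargin exposure of roughly 18 to 22 hours; normalized against plate controls of thapsigargin alone and 5% DMSO vehicle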
KOR beta-arrestin-2 = kappa opioid receptor blockers – cell-based, luminescence, uHTS (AID 1778). inhibition, % at 10 µM, or IC50 in µM where a hit was titrated. 290,000 tested, 0.091% active. KOR beta-arrestin recruitment, luminescence, antagonist mode; higher % means a stronger effect; also: strong numbers were not always called active
NTR1 ag cell count 20 µM = also measured in NTR1 ag; calls as there; cell count; measured here: cell count, cytotoxicity flag
Active calls of the source: *; i = inactive; nt = no result given; [ ] = remark or other dose. Rule as the data show it, unless noted: active = inhibition above about 50%; inactive = the rest. A portion of the library; count on the stated rates, not on these rows.

# | SMILES | KOR beta-arrestin-1 | HEK293 NOD2/NF-kB | ER stress rescue | NTR1 ag | NOD1 NF-kB reporter | Yfh1-off respiration | TNAP activators | KOR beta-arrestin-2 | GPR55 activation | NTR1 ag cell count 20 µM
1 | CC(=O)Nc1ccc(NC(=O)COc2cccc3c2OC(C)(C)C3)cc1 | 1.0% | 18% | 2.0% | 1.8 | -16% | i | 1.1 | 24% | 0.6% | 48
2 | Cc1nc([N+](=O)[O-])nn1C12CC3CC(CC(Cl)(C3)C1)C2 | -6.2% | 10% | -1.8% | 0.7 | -20% | i | 1.1 | 19% | -0.3% | 49
3 | Cc1cccc(-n2c(CNC(=O)c3ccc(S(=O)(=O)N4CCCC4)cc3)n[nH]c2=S)c1 | -4.0% | 10% | 2.9% | 0.8 | -5% | i | 1 | -26% | -0.1% | 47
4 | Cc1oc2cc3oc(=O)c(CCC(=O)N4C[C@H]5C[C@@H](C4)c4cccc(=O)n4C5)c(C)c3cc2c1C | -6.3% | 15% | nt | 26 | -32% | nt | nt | -29%[20 µM] | -0.1% | 86
5 | COc1ccccc1/C=C/C(=O)NCCC1=CCCCC1 | -2.4% | -124% | -0.7% | 0.4 | -46% | i | 1 | -7%[20 µM] | -0.1% | 74
6 | CCCc1cc(C(=O)Nc2cc(OC)c(Cl)cc2OC)no1 | -13% | 22% | -0.6% | 3.6 | 1% | nt | 1.1 | 22% | -0.2% | 53
7 | O=c1ccc2ccc(Oc3ccc(Cl)cc3[N+](=O)[O-])cc2o1 | -6.0% | 17% | 8.2% | -0.7 | -16% | i | 1 | 28% | -0.4% | 49
8 | O=C(Cc1cccs1)NNC(=O)c1ccc(F)cc1 | -1.7% | 9% | -1.5% | -0.6 | -17% | i | 1.2 | 8% | -0.6% | 57
9 | O=C(CC1CCCCC1)NCc1nc(-c2ccccc2)no1 | 0.1% | 11% | nt | 1.7 | -1% | nt | nt | 7% | 0.3% | 64
10 | Cc1ccc(S(=O)(=O)NNC(=S)Nc2cccc(C)c2C)cc1 | 5.2% | -9% | nt | 0.2 | 9% | i | nt | -11% | -0.1% | 55
11 | COc1cc(CN(C)C(C)C(=O)Nc2ccc([N+](=O)[O-])cc2Cl)ccc1OC(F)F (stereo not drawn) | -2.0% | -197% | -0.3% | 0.3 | -14% | i | 1 | -14% | 1.1% | 47
12 | Cn1c(SCCCC(=O)c2ccccc2)nnc1-c1ccncc1 | -2.8% | 19% | 1.7% | 0.4 | -7% | i | 1 | 0% | 0.1% | 107
13 | O=C1CSC(=S)N1c1cccc(O)c1 | 1.0% | 12% | nt | 1.0 | -5% | nt | nt | -8% | 0.0% | 95
14 | CCOCCOC(=O)COC(=O)c1ccccc1NC(=O)c1ccccc1 | 1.4% | -10% | -0.1% | -0.6 | -6% | i | 0.9 | 17% | -0.3% | 87
15 | CCc1nc2ccc(C(=O)NCCCN3CCN(c4ccccc4F)CC3)cc2nc1CC | -8.3% | 4% | nt | 4.1 | -9% | nt | nt | 9% | -0.1% | 100
16 | Cc1c(CN2CCC(C)CC2)c(=O)n(-c2ccccc2)n1C | 4.7% | 4% | 1.8% | -0.3 | -8% | i | 1.1 | 12% | -0.2% | 57
17 | O=C(O)CCC(=O)NCC1OCCc2ccccc21 (stereo not drawn) | 3.2% | -1% | 0.7% | 0.8 | -5% | i | 1.1 | -82% | 0.2% | 44
18 | CC1CCCC(C)N1C(=O)CSc1nc(N)c(-c2ccccc2)c(=O)[nH]1 (stereo not drawn) | 8.7% | 4% | -1.8% | -0.2 | 1% | i | 1 | -50% | 0.0% | 64
19 | CN1CCN(CC(O)COc2ccc(C34CC5CC(CC(C5)C3)C4)cc2)CC1 (stereo not drawn) | 6.8% | 11% | -3.6% | nt | -25% | i | 1.3 | -30%[20 µM] | -0.1% | nt
20 | COc1ccc(N2CCN(C(=O)c3ccc4c(=O)n(CCc5ccc(OC)c(OC)c5)c(=O)[nH]c4c3)CC2)cc1 | 3.6% | 40% | -5.4% | 2.6 | 42% | i | 0.9 | -43% | 0.2% | 52
21 | CC(C)N1CC(C(=O)Nc2ccc(C#N)cc2)CC1=O (stereo not drawn) | 19% | 9% | nt | -0.3 | -22% | nt | nt | -9% | -0.2% | 56
22 | Cc1c(C(=O)NNS(=O)(=O)c2ccccc2)sc(=S)n1C | 5.3% | -4% | -1.8% | 2.6 | 14% | i | 1.1 | 8% | 1.1% | 36
23 | O=C(CCS(=O)(=O)c1ccccc1)NCCS(=O)(=O)c1ccccc1 | 6.1% | 5% | -1.4% | 0.5 | 7% | i | 1 | -44% | -0.2% | 49
24 | Clc1ccc(-c2noc(CN3CCOCC3)n2)cc1 | 1.5% | -85% | nt | -0.2 | 0% | i | nt | -11% | -0.4% | 50
25 | C=CCNc1oc(-c2cccc3ccccc23)nc1C#N | -4.5% | -12% | nt | 3.9 | -37% | i | 1.1 | 0% | -0.1% | 56
26 | COc1cc([N+](=O)[O-])cc(/C=N/N(CCC#N)C(C)=O)c1O | -15% | 16% | 2.1% | -1.1 | -11% | i | 0.8 | -22%[20 µM] | 0.0% | 82
27 | Cc1ccc(N2CC(C(=O)NCCS(=O)(=O)N3CCN(c4ccccc4)CC3)CC2=O)cc1C (stereo not drawn) | -7.4% | 2% | nt | 0.2 | -12% | nt | nt | -12% | 0.1% | 83
28 | Cc1ccc(OCc2nnc(NC(=O)Cc3cccs3)s2)cc1 | 0.6% | -3% | -0.5% | 3.8 | -46% | i | 1 | 8% | -0.1% | 72
29 | CCOC(=O)Cn1c(=O)oc2cc(S(=O)(=O)N3CCN(C(=O)OCC)CC3)ccc21 | -0.7% | 14% | nt | 1.1 | -18% | nt | nt | -34% | -0.1% | 62
30 | Cc1onc(-c2c(F)cccc2Cl)c1C(=O)NCCO | -5.3% | 2% | -0.2% | -0.8 | -20% | i | 1 | -5% | -0.2% | 35
31 | CC(C)NCC(=O)C12CC3CC(CC(C3)C1)C2 | 0.3% | 19% | nt | -1.8 | -5% | i | nt | 11% | 0.3% | 43
32 | C/C(=N\Nc1ncc(Br)cn1)c1cccc([N+](=O)[O-])c1 | -1.0% | -7% | nt | -0.2 | -21% | nt | nt | -6% | -0.1% | 69
33 | Nc1ccccc1C(=O)NCC1(c2ccccc2)CCCC1 | 1.3% | 4% | nt | 0.3 | -7% | nt | nt | 7% | 0.4% | 61
34 | COCCN1C=C2C(=O)C(C)(OC(=O)C3CCCC3)C(=O)C(c3ccccc3)=C2C=C1CCCC(=O)OC (stereo not drawn) | 2.9% | 18% | nt | 2.2 | 0% | i | nt | -7% | -0.1% | 40
35 | COc1cc2c(cc1OC)C1=C(C#N)CN(C3CCCCC3)CN1CC2 | 3.9% | 9% | -0.4% | -0.5 | 12% | i | 1.1 | -7% | -0.1% | 55
36 | O=c1c2[nH]c3ccccc3c2ncn1CCN1CCOCC1 | -3.4% | 1% | 2.4% | 0.6 | -12% | i | 1.1 | -6% | -0.2% | 71
37 | COc1ccccc1N1CCN(C(=O)c2n[nH]c3ccccc23)CC1 | -2.5% | 15% | -1.7% | 0.3 | -17% | i | 1.9 | -7% | 0.7% | 62
38 | CC(CC12CC3CC(CC(C3)C1)C2)NCc1ccccc1O (stereo not drawn) | -6.9% | -23% | nt | 17 | 24% | nt | nt | -5%[20 µM] | 0.4% | 62
39 | CC1CC(C)CN(C(=O)COc2ccc([N+](=O)[O-])cc2Cl)C1 (stereo not drawn) | -4.3% | 2% | -1.2% | 0.1 | -21% | i | 1.2 | 6% | 0.4% | 42
40 | COc1ccc(C(=O)Nc2ccc(S(=O)(=O)Nc3nccnc3OC)cc2)cc1 | -6.1% | 14% | 0.3% | -1.0 | 10% | i | 1.1 | -19% | -0.2% | 71
41 | CCOC(=O)c1cccnc1SCc1cc(=O)n2ccccc2n1 | -2.7% | 1% | 0.0% | -0.1 | -5% | i | 1.1 | -46% | -0.1% | 60
42 | COC(=O)C1=C(C)NC2=C(C(=O)CCC2)C1c1cn(Cc2ccc(Cl)cc2Cl)nc1-c1ccccc1 (stereo not drawn) | -0.9% | 3% | -0.9% | -0.8 | -16% | nt | 1.1 | -23% | -0.1% | 90
43 | CCOc1ccc(NC2c3ccccc3C(=O)N2c2ccc(Cl)cn2)cc1 (stereo not drawn) | 0.9% | 15% | 3.0% | 11 | -8% | i | 1.1 | 6% | 0.0% | 64
44 | S=c1[nH]nc(COc2ccccc2)n1/N=C/c1ccc(Cl)cc1 | 5.7% | 3% | nt | 6.6 | -8% | nt | nt | -22% | -0.2% | 69
45 | CN1CC(=O)Nc2ccc(Br)cc2C1=O | 2.7% | -12% | nt | 0.3 | -9% | nt | nt | -41% | 0.0% | 40
46 | CC(=O)Nc1ccc(OCC(O)CN2CCCCC2C)cc1 (stereo not drawn) | 1.2% | 11% | -0.8% | 0.4 | -24% | i | 1.1 | 9% | -0.2% | 54
47 | COc1ccc(-c2csc(NC(=O)CSCc3c(C)noc3C)n2)cc1OC | 6.8% | 7% | nt | 2.5 | -47% | nt | nt | -8% | 0.4% | 58
48 | COc1ccc(S(=O)(=O)N(C)c2ccc(C(=O)N3CCCC3)cc2)cc1OC | 2.6% | 4% | nt | 2.5 | 1% | nt | nt | -22% | 0.1% | 43
49 | CCOC(=O)C1CCN(S(=O)(=O)c2cn(C)cn2)CC1 | 1.7% | 2% | nt | 0.9 | -23% | nt | nt | -9% | 0.3% | 49
50 | CCN(CC)S(=O)(=O)c1ccc2c(c1)N(CC(=O)NCCc1ccc(S(N)(=O)=O)cc1)C(=O)CO2 | -1.3% | -24% | -6.5% | 0.5 | -15% | i | 0.9 | -9% | -0.6% | 48
51 | O=[N+]([O-])c1cc(F)c(N2CCOCC2)cc1N1CCCCC1 | -2.1% | 8% | 5.2% | 1.5 | 9% | i | 1 | -2% | -0.1% | 79
52 | Cn1cccc1/C=C1\SC(=S)N(CC(=O)O)C1=O | 1.2% | 8% | 0.1% | nt | -24% | 92µM* | 0.8 | -23% | 0.2% | nt
53 | COc1ccc(OC)c(NC(=O)CSc2nccn2Cc2ccco2)c1 | 3.7% | 11% | nt | 0.0 | -6% | nt | nt | -20% | -0.1% | 55
54 | Cn1c(=O)cc(OCC(=O)NCCCN2CCN(c3ccccc3F)CC2)c2ccccc21 | 2.3% | 10% | -0.9% | -2.2 | -18% | i | 1.2 | -28% | -0.1% | 73

Three of the entries above in order of their number in HEK293 NOD2/NF-kB, lowest first:
no.	structure	KOR beta-arrestin-1	HEK293 NOD2/NF-kB	NOD1 NF-kB reporter	TNAP activators	KOR beta-arrestin-2	GPR55 activation
17	O=C(O)CCC(=O)NCC1OCCc2ccccc21 (stereo not drawn)	3.2%	-1%	-5%	1.1	-82%	0.2%
15	CCc1nc2ccc(C(=O)NCCCN3CCN(c4ccccc4F)CC3)cc2nc1CC	-8.3%	4%	-9%	nt	9%	-0.1%
2	Cc1nc([N+](=O)[O-])nn1C12CC3CC(CC(Cl)(C3)C1)C2	-6.2%	10%	-20%	1.1	19%	-0.3%
